High-throughput results (PubChem BioAssay)
HIV Rev-RRE inh – HIV-1 Rev-RRE binding inhibitors, primary screen, biochemical, FRET, protein-RNA interaction; P05866; Rev peptide-RRE RNA binding; inhibition, % at 8 µM; 97,000 compounds, 0.79% hits; AID 704, 2007;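 active means inhibition above the screen-wide mean plus 3 SD, cut at about 35% in these data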;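 further: 0% = median DMSO wells and 100% = median Neomycin B control wells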
Target sequence (P05866 whole entry, looked up): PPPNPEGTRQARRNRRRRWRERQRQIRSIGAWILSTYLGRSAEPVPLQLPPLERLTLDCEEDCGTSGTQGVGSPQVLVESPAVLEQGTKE
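Test system: Cy5-tagged RRE RNA duplex with fluorescein-tagged Rev peptide; Probe or stimulus: labelled Rev peptide; Schedule: 5 min preincubation and 15 min binding, 25 °C; Signal: FRET fluorescence readout; Evaluation: % inhibition from 671/540 nm acceptor-to-donor ratio, scaled between controls; Control set: DMSO and neomycin B.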
PTPN22 inh 2 – PTPN22 phosphatase inhibitors, primary screen, biochemical, DiFMUP fluorescence, 2 µM; 96,000 compounds, 0.21% hits; Tyrosine-protein phosphatase non-receptor type 22 (Homo sapiens), Q9Y2R2; inhibition, % at 2 µM; AID 640, 2007; recombinant LYP catalytic domain;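 active means inhibition at 2 µM at or above a set limit, the screen mean plus 3 SD, cut at about 24% in these data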;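 further: 0% = DMSO with enzyme and 100% = enzyme fully blocked by orthovanadate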
Target sequence (Q9Y2R2 whole entry, looked up, the tested form may be a part): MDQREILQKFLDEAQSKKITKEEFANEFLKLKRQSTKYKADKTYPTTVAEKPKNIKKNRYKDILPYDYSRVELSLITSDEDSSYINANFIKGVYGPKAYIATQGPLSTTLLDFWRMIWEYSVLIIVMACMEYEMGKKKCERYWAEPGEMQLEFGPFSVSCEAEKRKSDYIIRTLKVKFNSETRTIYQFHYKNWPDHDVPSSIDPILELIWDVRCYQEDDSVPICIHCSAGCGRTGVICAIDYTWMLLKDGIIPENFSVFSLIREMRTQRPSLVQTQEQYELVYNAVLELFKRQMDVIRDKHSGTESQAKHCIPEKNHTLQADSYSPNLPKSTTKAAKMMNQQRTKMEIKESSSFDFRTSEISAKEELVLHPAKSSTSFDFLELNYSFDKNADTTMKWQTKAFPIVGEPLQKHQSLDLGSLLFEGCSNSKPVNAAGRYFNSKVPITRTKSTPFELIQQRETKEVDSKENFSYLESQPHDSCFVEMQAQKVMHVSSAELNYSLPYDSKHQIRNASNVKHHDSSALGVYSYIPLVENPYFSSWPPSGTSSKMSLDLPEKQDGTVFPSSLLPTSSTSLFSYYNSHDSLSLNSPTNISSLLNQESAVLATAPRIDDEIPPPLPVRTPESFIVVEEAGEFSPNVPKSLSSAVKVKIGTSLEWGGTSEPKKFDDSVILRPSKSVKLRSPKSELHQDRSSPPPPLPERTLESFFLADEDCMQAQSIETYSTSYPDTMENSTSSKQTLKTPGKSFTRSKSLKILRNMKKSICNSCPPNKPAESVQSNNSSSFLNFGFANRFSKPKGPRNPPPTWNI
CYP2C9 inh – blockers of cytochrome P450 2C9 activity – biochemical, luminescence, ADME assay, primary screen; P11712; 96,000 compounds, 20% hits; CYP2C9 Supersomes, luciferin-H conversion; inhibition, % at 5 µM;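 active means blocking of liver enzyme CYP2C9 beyond about 50% at 5 µM, limit read from the data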; further: values of inactives mirror those of a sister screen read the other way
LYP act – LYP phosphatase activators, primary screen, biochemical, DiFMUP fluorescence, 2 µM. Tyrosine-protein phosphatase non-receptor type 22 (Homo sapiens), Q9Y2R2. recombinant LYP; 0 = plate median, 100 = signal doubled. activation, % at 2 µM. 96,000 compounds, 0.11% hits;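 active means activation at 2 µM above a set limit, the mean plus 5 SD, cut at about 37% in these data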
CYP2C9 activ – human CYP2C9 activators, primary screen, biochemical, luminescence | recombinant CYP2C9, luciferin-H conversion; stronger effect = higher value; factor 1 = untreated enzyme, 0 = blocked | activation factor at 5 µM | 96,000 compounds, 1.4% hits | AID 1024, 2008;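 active means activation factor of 2 or more for CYP2C9 at a 5 µM dose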;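 further: 0 = sulfaphenazole-blocked wells and 1 = vehicle-only wells; values of inactives mirror those of a sister screen read the other way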
Plk1 PBD FP – Plk1 polo box domain binding inhibitors, primary screen, biochemical, fluorescence polarization; Plk1 PBD phosphopeptide binding; 97,000 compounds, 0.13% hits; Serine/threonine-protein kinase PLK1 (Homo sapiens), P53350; inhibition, %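 (tested at about 20 µM)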; in the data active means inhibition above about 34%, passing the limit was not always enough
EphB4 antag – EphB4-ephrin-B2 interaction antagonists, primary screen, biochemical, TNYL-RAW peptide probe, fluorescence polarization. Ephrin type-B receptor 4 (Homo sapiens), P54760. EphB4 LBD / TNYL-RAW-Alexa532 peptide. inhibition, % at 7 µM. 97,000 compounds, 0.15% hits. AID 720, 2007;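 active means inhibition above the screen-wide mean inhibition plus 3 SD, cut at about 15% in these data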;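 further: 0% = DMSO wells and 100% = excess unlabeled TNYL-RAW peptide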
PLK1 inh – human PLK1 kinase inhibitors, primary screen, biochemical, TR-FRET; 97,000 compounds, 0.53% hits; inhibition, % at 10 µM; recombinant PLK1 kinase, TR-FRET peptide phosphorylation; Serine/threonine-protein kinase PLK1 (Homo sapiens), P53350;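 active means inhibition of 50% or more in the single-concentration screen; inactive means inhibition below 50%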;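 further: 0% = DMSO max control and 100% = H-89 dihydrochloride min control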
Calb biofilm kill – clotrimazole potentiators killing Candida biofilms, primary screen, with clotrimazole, Alamar Blue | C. albicans biofilm + clotrimazole | inhibition, % at 6 µM | 85,000 compounds, 0.14% hits | AID 834, 2007;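 active means inhibition above 20%; inactive means inhibition below 20%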;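 further: preformed 24 hr biofilms exposed to compound for 48 hr; 0% = biofilm without compound and 100% = blank killed by clotrimazole plus chlorhexidine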
* marks the source's active call; other numbers are inactive results; · = not tested or not shown.

SMILES	HIV Rev-RRE inh	PTPN22 inh 2	CYP2C9 inh	LYP act	CYP2C9 activ	Plk1 PBD FP	EphB4 antag	PLK1 inh	Calb biofilm kill
Cc1c(NC(=O)CSc2nc3ccccc3s2)c(=O)n(-c2ccccc2)n1C	4	0	2	-1	1	-3	8	-5	3
Cc1ccc(C2C(C(=O)O)c3ccccc3C(=O)N2C)o1 (stereo not drawn)	14	2	9	2	0.9	8	5	-3	-4
CCOC(=O)c1cc2n(n1)C(C(F)(F)F)CC(C)N2 (stereo not drawn)	3	-1	2	-3	1	4	-4	-1	11
CC(C)OCCCNC(=O)c1cc2c(s1)CS(=O)(=O)C2	4	2	-11	-2	1.1	0	-5	-3	10
Cc1ccc(-c2nnc(N(C)C(=O)c3cccnc3)s2)cn1	0	7	3	-6	1	-9	-1	-6	11
COC(=O)c1ccccc1NC(=O)C1CCN(C(=O)c2cc(OC)c(OC)c(OC)c2)CC1	1	11	91*	-10	0.1	-2	-8	-12	·
Cc1cc(OCC(=O)N2CCCC2)cc(C)c1Cl	-9	0	-39	-1	1.4	-10	0	-11	·
CCOC(=O)C1CCN(C(=O)C2CCN(S(=O)(=O)N3CCCC3)CC2)CC1	-3	-2	21	0	0.8	-27	-5	-8	2
Cc1cc(C)c(NC(=O)NC(=O)c2ccc(F)cc2)c(C)n1	1	1	-39	-2	1.4	-6	-5	-4	3
O=C(CSc1cccc2cccc(Cl)c12)OCC(=O)N1CCN(C(=O)c2ccco2)CC1	8	-4	-44	0	1.4	3	3	-13	-2
Cc1ccc2ncnc(NCCCN3CCOCC3)c2c1	10	-4	9	1	0.9	-14	5	-12	5
Cc1cc(F)ccc1NCc1cccnc1	2	-36	-8	38*	1.1	18	-1	-8	3
CCCn1nc(C(=O)NCCc2ccc(S(N)(=O)=O)cc2)c2ccccc2c1=O	6	-8	36	6	0.6	2	3	0	5
CCOC(=O)c1[nH]c(C)c(C(=O)NC2CCCCCC2)c1C	8	14	·	-11	·	-11	3	-4	·
O=C(c1cnccn1)N1CCN(S(=O)(=O)c2ccc3ccccc3c2)CC1	5	8	17	-5	0.8	-4	-3	-6	9
CC(C)CNS(=O)(=O)c1ccc(OCC(=O)Nc2ccc(F)cc2F)cc1	-4	8	·	-8	·	7	2	-9	5
Cc1sc2ncnc(OCC(=O)NC(C)C)c2c1C	5	3	7	0	0.9	5	6	-1	4
Nc1ccccc1NC1=CC(=O)CC(c2ccco2)C1 (stereo not drawn)	1	0	8	-5	0.9	-6	8	-5	4
Cc1c(C)c2cc(Cl)c(O)c(CN3CCCCC3)c2oc1=O	7	-8	-2	7	1	3	-2	-14	8
C=CC(C)n1c(Br)nc2c1c(=O)[nH]c(=O)n2C (stereo not drawn)	8	-6	-4	4	1	17	0	-1	-5
Cc1ccc(-c2cc(C(F)F)n3ncc(C(=O)NCc4ccco4)c3n2)cc1	12	-4	44	2	0.6	-29	2	-1	9
O=C(O)c1ccc(CSc2nc3ccccc3o2)cc1	0	-22	-10	20	1.1	5	-10	-4	-6
CC(C(=O)N1CCOCC1)(c1ccccc1)c1ccccc1	1	0	24	2	0.8	-4	-10	-9	1
Cc1cc(C)n(-c2ccc(C(=O)Nc3ccc4c(c3)OCCO4)cc2)n1	0	-3	22	7	0.8	6	-4	-9	·
CCOc1ccccc1NC(=O)C1CCCN(C(=O)Nc2ccccc2)C1 (stereo not drawn)	2	-6	·	3	·	-3	5	-14	10
Cc1cccc(Oc2sc(C(=O)c3ccccc3)c(N)c2C#N)c1	7	7	47	-9	0.5	15	-1	-9	·
O=C(Nc1cccnc1N1CCOCC1)c1ccco1	7	0	-1	-1	1	-6	-5	-11	10
Cc1cc(NC(=O)COc2cccc(Oc3ccccc3)c2)no1	2	6	2	-3	1	13	-5	-10	·
CCCNC(=O)N1CCN(C(=O)NCCC)CC1	9	0	3	2	1	-1	2	3	4
CCOc1cc(NC(=O)C2CCCCC2)c(OCC)cc1NC(=O)c1ccco1	13	3	22	-4	0.8	11	-4	-14	10

A second format for three compounds above:
Cc1ccc2ncnc(NCCCN3CCOCC3)c2c1
  HIV Rev-RRE inh = 10	PTPN22 inh 2 = -4	CYP2C9 inh = 9	LYP act = 1	CYP2C9 activ = 0.9	Plk1 PBD FP = -14	EphB4 antag = 5	PLK1 inh = -12	Calb biofilm kill = 5

Cc1cc(F)ccc1NCc1cccnc1
  HIV Rev-RRE inh = 2	PTPN22 inh 2 = -36	CYP2C9 inh = -8	LYP act = 38*	CYP2C9 activ = 1.1	Plk1 PBD FP = 18	EphB4 antag = -1	PLK1 inh = -8	Calb biofilm kill = 3

CCCn1nc(C(=O)NCCc2ccc(S(N)(=O)=O)cc2)c2ccccc2c1=O
  HIV Rev-RRE inh = 6	PTPN22 inh 2 = -8	CYP2C9 inh = 36	LYP act = 6	CYP2C9 activ = 0.6	Plk1 PBD FP = 2	EphB4 antag = 3	PLK1 inh = 0	Calb biofilm kill = 5

(more compounds)
SMILES	HIV Rev-RRE inh	PTPN22 inh 2	CYP2C9 inh	LYP act	CYP2C9 activ	Plk1 PBD FP	EphB4 antag	PLK1 inh	Calb biofilm kill
C=CCn1c(-c2cccn(Cc3cccc(Cl)c3)c2=O)n[nH]c1=S	-2	10	8	-8	0.9	-5	0	13	·
Cc1ccc(-c2nn3c(C)nnc3c3ccccc23)cc1S(=O)(=O)NCc1ccco1	8	13	44	-14	0.6	-28	-1	-3	7
CC(C)C[C@H](NC(=O)Nc1cccc(Cl)c1)C(=O)O	1	-2	8	0	0.9	-4	0	-11	-3
Cc1ccc2cc(CN(Cc3cccs3)Cc3nnnn3CC3CCCO3)c(=O)[nH]c2c1C (stereo not drawn)	-2	3	16	-5	0.8	-4	-2	-12	9
COc1ccc(NC(=O)CN2CCC(C)CC2)c([N+](=O)[O-])c1	9	4	54*	1	0.5	-27	-5	-6	·
Cc1ccsc1C(=O)NC(C)c1ccc2c(c1)OCO2 (stereo not drawn)	6	0	·	1	·	-9	0	-12	5
Cc1nn(CC(=O)NCc2ccccc2Cl)c(C)c1[N+](=O)[O-]	2	4	3	-2	1	-9	-5	-14	·
CCCOc1ccc(N2CC(C(=O)Nc3ccccc3OC)CC2=O)cc1 (stereo not drawn)	9	4	36	-6	0.6	-3	-8	5	·
COc1ccc2c(c1)c(C(C)=O)c(C)n2-c1ccccc1	2	2	88*	0	0.1	-3	0	-4	8
CCc1cc(=O)oc2cc(C)cc(OCc3nn[nH]n3)c12	1	3	18	-4	0.8	2	12	-5	-2
CC1CCc2nc(NC(=O)CN3CCN(Cc4ccc5c(c4)OCO5)CC3)sc2C1 (stereo not drawn)	1	-4	76*	7	0.2	8	-9	-1	3
CC1(C)CC2CC(C)(CN2S(=O)(=O)c2ccc(C(=O)Nc3ccc(Cl)c(S(=O)(=O)N4CCOCC4)c3)cc2)C1 (stereo not drawn)	3	11	62*	-8	0.4	-21	7	-7	·
CS(=O)(=O)N(Cc1ccccc1)c1ccccc1C(=O)N1CCN(c2ccccc2)CC1	10	10	72*	-9	0.3	-17	8	0	-2
Cn1cc(-c2nnnn2-c2ccccc2)c(=O)c2ccccc21	8	-3	-16	8	1.2	-9	6	-8	·
O=C(Nc1ccc(F)c(Cl)c1)c1ccc2c(=O)n3c(nc2c1)CCCCC3	4	-8	8	5	0.9	-7	-5	5	8
CN(C)C(=S)NC1(C)CCS(=O)(=O)C1 (stereo not drawn)	5	2	0	4	1	-13	-7	-4	·
CC(=O)Nc1ccc(NC(=O)Cn2c(CC(=O)N3CCCC3)nc3ccccc32)cc1	0	-17	37	16	0.6	-20	-4	-15	8
Cc1cc(-c2[nH]nc3c2C(c2ccsc2)C(C#N)=C(N)O3)c(C)s1 (stereo not drawn)	8	3	93*	0	0.1	-7	8	-7	10
O=C(COC(=O)Cc1cccs1)Nc1ccc(F)c(F)c1F	0	-8	25	10	0.8	-4	0	-14	5
O=C(CS(=O)(=O)c1ccccc1)c1ccc2c(c1)OCCO2	8	2	-84	-4	1.8	18	2	-7	6
C=CCSc1ccsc1C(=O)O	6	7	-14	-4	1.1	18	-4	-12	·
CCOc1ccc(-n2cnnn2)cc1S(=O)(=O)Nc1c(C)cccc1C	0	-19	36	19	0.6	-6	0	-3	4
Cc1cc(Oc2ccccc2)nc(SCC(=O)Nc2ccc(Cl)c(Cl)c2)n1	5	-4	65*	8	0.4	-7	4	-14	2
C/C(=N\NC(=O)c1ccc(Cl)cc1)c1ccc(Br)s1	2	-6	-4	10	1	67*	-4	-7	·
CC1=C(C(=O)N2CCOCC2)C(c2ccccc2F)C2=C(CCCC2=O)N1 (stereo not drawn)	6	3	-4	-6	1	-6	7	-8	0
Cn1c(=O)cc(OCCCC(=O)N2CCN(c3ccccn3)CC2)c2ccccc21	4	4	30	-2	0.7	20	0	-14	·
Cc1ccc(NC2CC(=O)N(c3ccc(C)cc3)C2=O)cc1 (stereo not drawn)	5	3	17	-4	0.8	-1	-2	-9	-1
O=C(CCc1ccccc1)n1nc(-c2ccco2)nc1SCc1ccccc1	11	-8	10	5	0.9	-12	-8	-9	10
O=C(Nc1cnc2ccccc2c1)c1ccncc1	7	-20	70*	17	0.3	0	1	-11	8
Cc1onc(-c2c(Cl)cccc2Cl)c1C(=O)NCCN1CCOCC1	10	4	-10	-3	1.1	-9	3	-8	2
Cc1cc(N2CCCC2=O)cc(C)c1S(=O)(=O)NCCOc1ccccc1	2	-9	92*	12	0.1	10	-5	-6	-8
CCOC(=O)C1CCN(S(=O)(=O)c2cccc(-c3csc(C)n3)c2)CC1	10	16	46	-14	0.5	-22	-5	-12	-2
CCOC(=O)C1=C(CSc2nccn2C)NC(=O)NC1c1cc(C)ccc1C (stereo not drawn)	1	-2	15	2	0.8	-4	3	-6	2
O=C(Cn1c(=O)c2c(ncn2C2CCCC2)n(Cc2ccccc2)c1=O)N1CCc2ccccc21	4	10	13	-11	0.9	2	-3	0	3
N#Cc1cc2c([nH]c1=S)CCCCCC2	9	1	-2	-2	1	-2	5	-5	·
Cc1cc(C)c2c(n1)nn1c(N3CCOCC3)cc(C)nc21	17	-4	·	2	·	20	6	-13	7
Cc1ccccc1OCCn1nc(C(=O)O)c2ccccc2c1=O	7	-4	47	3	0.5	-21	4	1	7
Cn1c(COc2ccccc2)nnc1SCCC(=O)Nc1ccccc1	1	-14	88*	11	0.1	10	-11	22	5
Cc1ccc(N(C)C(=O)N2CCN(S(=O)(=O)c3ccc(C)cc3)CC2)cc1	5	·	56*	·	0.4	2	1	72*	11
COc1ccc(Cc2nc(-c3cccs3)no2)cc1OC	4	-1	65*	0	0.3	31	-10	-3	-2
O=C1CC(N2CCN(c3ccc(F)cc3)CC2)C(=O)N1Cc1cccs1 (stereo not drawn)	-1	7	33	-8	0.7	20	8	0	3
CC1=CC(C)=Nc2ccccc2N1	47*	5	12	-3	0.9	-1	-3	-2	4
Cc1nc(C(=O)Nc2cccc(Cl)c2Cl)nn1-c1cc(OC(C)C)c(Cl)cc1Cl	-1	5	82*	-2	0.2	7	-5	-5	·
Cc1c2cnn(-c3ccccc3)c(=O)c2c(C)n1CCCC(=O)N1CCN(C)CC1	6	0	-1	-3	1	24	2	3	8
CCN(CC)c1nc(N)c2c(N)n(-c3ccccc3C)c(=S)c(C#N)c2c1C#N	-1	0	22	-2	0.8	31	1	-13	7

No enrichment for hits; any-hit rate near 20%.
